Tb PYK inh = blocks Trypanosoma brucei pyruvate kinase; AID 624173; Potency, µM (highest dose often 76.8 µM), for inactives: at the highest dose activity, negative = inhibition, hits mostly inhibitors; TbPYK enzyme, Kinase-Glo Plus ATP luminescence, 45 min; Q57TT1; hit rate 0.12% among 410,000; note: potency is the fitted concentration of half-maximal effect; % is set by controls: 0 for no effect and ±100 for the full control effect; nearly all actives have a fitted effect of over 50% in size
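TbPYK + substrate in 50 mM TEA pH 7.2, 100 mM KCl, 10 mM MgCl2, 0.05% BSA, 0.01% Tween-20; cpd pinned; ADP 130 uM final; 45 min RT; Kinase-Glo Plus 10 min; luminescence endpoint.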
AmpC inh no detg = blocks E. coli AmpC beta-lactamase in detergent-free assay; P00811; AmpC nitrocefin hydrolysis, absorbance 480 nm, 0.0001% Triton; hit rate 0.52% among 330,000; Potency, µM (top dose mostly 57.1 µM), for the others: at the top dose activity change, negative = inhibition, hits mostly inhibitors;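 note: potency is the fitted concentration of half-maximal effect; plate controls were no compound for no effect and no enzyme for full effect; nearly all actives have a fitted effect of over 20% in size; some results filed as inactive show a strong effect at the top dose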
Target sequence (P00811 whole entry, looked up): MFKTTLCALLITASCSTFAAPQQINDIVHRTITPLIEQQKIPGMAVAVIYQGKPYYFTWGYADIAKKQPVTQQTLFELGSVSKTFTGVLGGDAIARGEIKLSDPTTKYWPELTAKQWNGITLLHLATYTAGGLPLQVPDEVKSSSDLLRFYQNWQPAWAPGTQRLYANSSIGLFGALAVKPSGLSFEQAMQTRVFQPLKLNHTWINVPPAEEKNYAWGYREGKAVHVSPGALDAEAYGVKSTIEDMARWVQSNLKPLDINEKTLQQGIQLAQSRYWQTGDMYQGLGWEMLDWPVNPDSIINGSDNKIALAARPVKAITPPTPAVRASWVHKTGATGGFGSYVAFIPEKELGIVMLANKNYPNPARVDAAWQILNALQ
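20 mM phosphate pH 7.0 + 0.01% (detergent screen) or 0.0001% Triton X-100; 5.3 nM AmpC reagent; cpd preinc 15 min RT; nitrocefin (800 uM stock) to start; A480 q20 s × 4 min; Activity was normalised to no-enzyme and no-compound control wells.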
LmPK inhibitor = inhibitors of Leishmania mexicana pyruvate kinase | Q27686 | purified LmPK, Kinase-Glo ATP luminescence, 1 h | Potency, µM (doses to about 57.5 µM), for inactives: top-dose activity change, negative = inhibition, hits mostly inhibitors | hit rate 0.37% among 290,000; note: potency is the fitted concentration of half-maximal effect; % is set by controls: 0 for no effect and ±100 for the full control effect
Target sequence (Q27686 whole entry, looked up): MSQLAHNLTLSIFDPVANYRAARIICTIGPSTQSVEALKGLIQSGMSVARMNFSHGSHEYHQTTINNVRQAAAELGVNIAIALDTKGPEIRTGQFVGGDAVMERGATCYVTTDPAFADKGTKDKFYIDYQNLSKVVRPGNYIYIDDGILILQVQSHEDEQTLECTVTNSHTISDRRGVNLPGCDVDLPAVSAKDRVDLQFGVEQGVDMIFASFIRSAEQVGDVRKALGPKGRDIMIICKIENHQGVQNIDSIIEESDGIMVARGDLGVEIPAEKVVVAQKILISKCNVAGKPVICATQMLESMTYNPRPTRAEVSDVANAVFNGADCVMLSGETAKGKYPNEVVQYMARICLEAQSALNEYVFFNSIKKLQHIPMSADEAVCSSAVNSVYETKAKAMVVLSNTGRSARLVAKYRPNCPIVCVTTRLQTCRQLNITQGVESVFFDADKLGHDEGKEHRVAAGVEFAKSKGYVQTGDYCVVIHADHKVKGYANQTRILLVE
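Purified LmPK (0.1 nM) converted ADP (0.1 mM) to ATP with PEP (0.5 mM) in imidazole buffer pH 7.2 with KCl and MgCl2, 1 h at room temperature. ATP was read by Kinase-Glo luminescence; data normalized to uninhibited and no-enzyme controls.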
Pf growth 48h = P. falciparum growth inhibition at 48 hours (one generation); hit rate 5.9% among 310,000; Potency, µM (series often up to 28.7 µM), for the others: at the top dose activity change, negative = inhibition, usual class: inhibitors; P. falciparum luciferase growth in erythrocytes, 48 h; note: potency is the fitted concentration of half-maximal effect; % is set by controls: 0 for no effect and ±100 for the full control effect
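A one-generation exposure of luciferase-tagged malaria parasites in RPMI 1640/Albumax erythrocyte culture, 37 C and 5% CO2. Inhibition is inferred from decreased luminescence after adding detection reagent.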
Shiga inhibitor = blocks Shiga toxin action in Vero cells; Vero cells, Shiga toxin protein synthesis inhibition reporter; inhibition, % at 38.7 µM; hit rate 9.2% among 290,000; AID 2315; in the data active = inhibition mostly above about 28%, no sharp cut-off; inactive = mostly below about 43%; note: 0% is about no effect
Pf growth 96h = inhibits malaria parasite growth, 96 h; P. falciparum luciferase reporter growth, 96 h; Potency, µM (top dose mostly 28.7 µM), for the others: at the highest dose activity change, negative = inhibition, hits mostly inhibitors; hit rate 6.9% among 320,000; AID 504834; note: potency is the fitted concentration of half-maximal effect; % is set by controls: 0 for no effect and ±100 for the full control effect
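Plates of compound plus infected erythrocytes (2% hematocrit, 0.05% parasitemia final) incubate 96 hours, 37 C, 5% CO2. Detection reagent added; reduced luminescence from the parasites' luciferase reporter flags inhibition.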
Cycloheximide cs = affects cycloheximide protein synthesis inhibition readout, counter-screen. max response, %. cell reporter, cycloheximide protein synthesis inhibition counterscreen. hit rate 12% among 300,000. AID 2314; in the data active = max response mostly above about 13%, no sharp cut-off; inactive = mostly below about 14%; note: read at 38.3 µM for the half of the compounds with a filed dose; 0% is about no effect
* marks the source's active call; other numbers are inactive results; u = inconclusive; x = not tested or not shown; & = joins results of further samples; [ ] = remark or other dose. Unless noted, calls come from the whole dose curve; as a rule, active = well fitted curve in the direction sought with a large enough effect; inconclusive = small, poorly fitted or top-dose-only effect, or another doubt; inactive = no such curve, though single readings can be large; an effect the other way counts as inactive or inconclusive. Rows are unselected; any-hit rate near 22%.

SMILES	Tb PYK inh	AmpC inh no detg	LmPK inhibitor	Pf growth 48h	Shiga inhibitor	Pf growth 96h	Cycloheximide cs
COc1ccccc1-c1cc(C(F)(F)F)nc(S(=O)(=O)CCCC(=O)N2CCCCC2C)n1 (stereo not drawn)	-3.3%	110.2%[activator]	1.9%	u	-3.4	32.3%[activator]	14.5
CCN(CC)CCN1c2ccccc2Sc2ccc3ccccc3c21	0.5%	59.1%	2.0%	8.28µM*	-5.9	u	-3.5
Cc1ccc(S(=O)(=O)N2CCOCC2)cc1C(=O)NC1CCCC1	0.0%	-8.6%	7.1%	5.3%	-3.6	25.8%	1.3
CC(C)NC(=O)NNC(=O)c1nn(-c2ccc(F)cc2)ccc1=O	-8.2%	-11.6%	1.4%	u	10.5	0.0%	-1.5
CC(=O)/C(=N\Nc1ccccc1Cl)Sc1cccc2cccnc12	-4.6%	-23.1%	2.0%	-5.0%	1.4	135.9%[activator]	5.2
COc1cc(C(c2c(C)[nH][nH]c2=O)c2c(C)[nH][nH]c2=O)cc(Br)c1OC	-1.1%	-23.3%	0.7%	22.7%	-7.7	7.38µM*	-1.7
Cc1nnn(C23CC4CC(CC(C(=O)NN)(C4)C2)C3)n1	-1.3%	-26.1%	-1.5%	-4.1%	3.9	-27.6%	-3.7
CCc1ccc2nc(N(CCCN(C)C)C(=O)c3ccc(S(=O)(=O)N4CCc5ccccc5C4)cc3)sc2c1	-4.5%	157.0%[activator]	-1.2%	-15.3%	-2.8	u	-2.8
Cc1nnc(SCC(=O)N2CCC(C(N)=O)CC2)s1	3.5%	-8.1%	-1.9%	-2.1%	1.5	-13.7%	-2.5
COc1cc2c(cc1OC)C(c1ccccc1F)NCC2 (stereo not drawn)	-2.0%	-12.6%	-2.0%	18.3%	x	u	-3.1
CCC(C)N(C(=O)COc1ccccc1C(=O)NCc1ccccc1)C1CCS(=O)(=O)C1 (stereo not drawn)	2.5%	-0.2%	4.6%	u	-12.5	9.28µM*	-4.2
O=C(COC(=O)CCOc1ccccc1)Nc1ccc(Cl)cn1	-0.5%	u	1.6%	-22.3%	13.5	-7.4%[5.75 µM]	-3.4
COc1ccccc1/C=C/c1onc(C)c1S(=O)(=O)N1CCC(C(=O)NC2CCCCCC2)CC1	-5.9%	0.9%	-0.4%	u	4.4	-20.5%	7.0
CCOC(=O)C(=CNc1cc(Cl)c(-c2ccco2)c(Cl)c1)C(=O)OCC	2.4%	-2.3%	5.2%	11.7µM*	-5.8	-110.3%	-2.1
CCc1ccc(/C=N/NC(=O)c2c[nH]c3ccccc23)s1	0.9%	22.4µM*	-2.2%	25.0%	90.8*	u	49.1*
COc1ccc(C(=O)N/N=C/c2ccc(OC)c(CN3CCN(c4ccc(F)cc4)CC3)c2)cc1	4.5%	-19.1%	0.9%	17.2%	-2.0	15.9%	-1.7
Cc1ccc(N(C(=O)c2csnn2)C(C(=O)NC(C)(C)C)c2ccncc2)cc1 (stereo not drawn)	8.7%	-16.7%	0.2%	-2.0%	-14.9	-0.3%	9.1
COc1ccc2oc(C)c(C(=O)c3ccc(C)cc3)c2c1	1.8%	-23.5%	9.4%	13.3%	36.1*	15.2%	21.9*
Oc1cc(O)c2c(c1)OC(c1ccc(O)c(O)c1)C(O)C2 (stereo not drawn)	-2.2%&-14.1%	-14.5%	x	17.1%&-18.6%	x	u	x
CCC1(c2ccccc2)NC(=O)N(CC(=O)N(CC(=O)Nc2ccccc2C(F)(F)F)Cc2ccco2)C1=O (stereo not drawn)	5.6%	44.3%	x	u	x	u	x
CCOc1ccc(N(CC(=O)NC2CCCCCC2)S(=O)(=O)c2c(C)noc2C)cc1	-3.4%	-7.9%	-0.4%	x	-12.8	u	-2.4
CC(=O)Nc1cccc(C(=O)NCCc2ccco2)c1	-0.1%	-8.5%	-11.6%	119.1%[activator]	77.6*	88.3%[activator]	26.2*
CC(=O)N1CCc2cc(Br)cc(S(=O)(=O)NCCCN(C)Cc3ccccc3)c21	0.6%	64.5%[activator]	-4.7%	u	14.2	1.8%	-4.5
CN(C)Cc1c(-c2ccc(Cl)cc2)nc2ccc(Cl)cn12	-2.8%	-10.1%	3.8%	-13.3%	-5.4	u	-3.3
O=C(O)C/C(=C\c1ccc2c(c1)OCO2)c1nc2ccccc2s1	-0.9%	-24.1%	-2.3%	77.7%[activator]	69.0*	87.3%[activator]	32.1*
Following part:
SMILES	Tb PYK inh	AmpC inh no detg	LmPK inhibitor	Pf growth 48h	Shiga inhibitor	Pf growth 96h	Cycloheximide cs
CCc1ccc(Nc2nnc(SCC(=O)Nc3cccnc3Cl)s2)cc1	4.1%	-1.5%	0.8%	-23.0%	30.2*	u	19.9*
N#Cc1nc(-c2ccc(F)cc2)oc1NCCCn1ccnc1	x	-5.4%	-1.1%	-16.8%	41.8*	-29.4%	39.2*
Cc1ccccc1-c1cccc([C@@H]2C[C@H]3CN(Cc4cccnc4)C(=O)[C@]34CCCN24)c1	-14.1%	117.2%[activator]	-3.8%	u	-5.7	u	-3.2
COc1cccc(-c2nn(-c3ccccc3)cc2CN2CCCO2)c1	-2.1%	27.7%	-10.4%	-30.9%	-6.7	-11.7%	8.5
CSc1ccc(C(c2c(C)[nH][nH]c2=O)c2c(C)[nH][nH]c2=O)cc1	0.5%	-20.6%	-4.0%	-21.6%	-3.9	u	-1.3
COc1ccc(CC(=O)Nc2ccc(C)cc2O)cc1S(=O)(=O)N1CCOCC1	0.6%	-4.8%	x	u	x	u	x
NC(=O)N(CCC(=O)O)c1ccccc1	-1.0%	-10.2%	2.2%	-9.2%	-10.8	41.5%[activator]	0.9
CNC(=O)c1ccccc1Nc1ccc(SC(F)F)cc1	-15.7%	-17.2%	-0.9%	54.6%[activator]	24.3*	u	22.8*
CCc1ccc(C(=O)/C=C/c2ccc([N+](=O)[O-])o2)cc1	-22.9%	-21.6%	-3.1%	x	18.1	20.4%	12.6*
COc1ccc(CNC(=O)CN(Cc2ccccc2F)C(=O)c2csnn2)cc1	-0.5%	-6.0%	9.2%	-1.9%	11.9	-17.8%	-1.2
CCc1ccccc1N1C(=O)c2ccccc2S1(=O)=O	-5.0%	-23.6%	3.8%	8.3%	-1.4	39.7%[activator]	-3.6
O=C(CSc1nc2ccccc2c(=O)[nH]1)Nc1ccccc1O	-9.8%	-36.0%	-1.2%	39.4%[activator]	-2.5	-0.2%	-5.3
COCC(=O)NC1CCCCCC1	-1.4%	-10.6%	9.0%	39.0%[activator]	-4.4	80.7%[activator]	-1.8
CCOCCCN(C)C1CCN(C(=O)c2oc3ccccc3c2NC(=O)c2cccc([N+](=O)[O-])c2)CC1	1.9%	46.0%	-7.6%	u	-1.6	62.9%[activator]	-6.7
COC(=O)C(CCSC)NC(=O)c1cccc([N+](=O)[O-])c1 (stereo not drawn)	-3.8%	-6.4%	-1.3%	47.6%[activator]	-10.5	3.5%	-4.8
COc1cc(S(=O)(=O)NC2CC(C)(C)NC(C)(C)C2)c(OC)cc1Cl	-1.9%	-16.0%	1.0%	-8.4%	-4.7	9.8%	-2.8
CCOc1ccc(N/C(=N/c2nc(C)cc(C)n2)NC(C)=O)cc1	-20.7%	-15.3%	-1.1%	u	14.3	17.7%	2.6
Cc1csc(SCC(=O)Nc2sccc2C(N)=O)n1	-5.1%	-37.6%	-18.2%	293.6%[activator]	67.9*	269.8%[activator]	36.3*
CCN(CC)S(=O)(=O)c1cc(NC(=O)CN2C(=O)NC(C)(c3ccccc3)C2=O)ccc1C (stereo not drawn)	-7.0%	9.8%	0.2%	-49.0%	-12.2	-7.0%	7.3
CCCCn1c(N)c(N(Cc2ccccc2OC)C(=O)COc2ccccc2C#N)c(=O)[nH]c1=O	0.3%	-14.0%	2.4%	-6.4%	1.5	1.5%	-2.0
O=C(CS(=O)(=O)c1ccc(F)cc1)N1CCN(c2ccccc2)CC1	0.2%	u	x	32.3%[activator]	x	35.8%[activator]	x
COc1cccc(NC(=O)c2cccnn2)c1	3.2%	-8.6%	-3.4%	45.7%[activator]	17.7	u	20.9*
O=C(COc1ccccc1[N+](=O)[O-])N(Cc1cccc(Br)c1)C1CCS(=O)(=O)C1 (stereo not drawn)	1.4%	19.6%	-10.2%	-29.1%	-1.4	u	-6.6
COc1ccccc1CC(=O)N(Cc1ccccc1)c1ccc(C)cc1	-4.6%	-1.2%	-1.5%	u	14.7	9.28µM*	11.5
CC(C)Oc1ccc(C(=O)Nc2ccccc2N2CCCC2)cc1	-7.2%	-26.9%	3.3%	u	-13.8	x	10.6

Single values from the results shown:
Under AmpC inh no detg, `O=C(COc1ccccc1[N+](=O)[O-])N(Cc1cccc(Br)c1)C1CCS(=O)(=O)C1` (stereo not drawn) is listed with 19.6%
Under Shiga inhibitor, `N#Cc1nc(-c2ccc(F)cc2)oc1NCCCn1ccnc1` is listed with 41.8*
Under Pf growth 48h, `COc1cccc(-c2nn(-c3ccccc3)cc2CN2CCCO2)c1` is listed with -30.9%
Under Cycloheximide cs, `CCCCn1c(N)c(N(Cc2ccccc2OC)C(=O)COc2ccccc2C#N)c(=O)[nH]c1=O` is listed with -2.0

Next structures follow:
SMILES	Tb PYK inh	AmpC inh no detg	LmPK inhibitor	Pf growth 48h	Shiga inhibitor	Pf growth 96h	Cycloheximide cs
CCC(CC)C(=O)Nc1ccc([N+](=O)[O-])cn1	-1.8%	-17.9%	-7.4%	-0.9%	-10.3	u	-3.1
CC(Oc1ccccc1)C(=O)N/N=C/c1ccccn1 (stereo not drawn)	0.1%	-14.5%	-0.9%	-8.3%	-0.3	u	13.5
COCCOc1ccc(C(F)(F)F)cc1Nc1nc2ccccc2o1	u	55.4%	-2.7%	15.8%	100.2*	50.9%[activator]	30.4*
O=C(NCc1nc(-c2ccc(Cl)cc2)no1)c1ccc2c(c1)OCO2	4.8%	-27.3%	3.1%	5.9%	-10.1	15.2%	-7.0
COc1cccc(CN(C)C(=O)c2ccc(NC(=O)CC3SC(N4CCCC4)=NC3=O)cc2)c1OC (stereo not drawn)	3.7%	134.4%[activator]	x	u	x	6.57µM*	x
COc1ccc(C(C)=O)cc1Cn1c(=O)cc(C)[nH]c1=O	0.4%	-3.6%	-4.7%	0.0%	-12.1	-1.6%	-4.6
COc1cccc(/C=N/n2cncn2)c1OCC#N	-4.6%	-4.9%	-2.6%	11.2%	-7.6	u	1.4
CC(OC(=O)CN1C(=O)NC2(CCCC2)C1=O)C(=O)c1ccccc1 (stereo not drawn)	0.6%	5.0%	x	8.3%	x	45.9%[activator]	x

Record cards, as listed above:
CCC(CC)C(=O)Nc1ccc([N+](=O)[O-])cn1 is entered as Tb PYK inh = -1.8%; AmpC inh no detg = -17.9%; LmPK inhibitor = -7.4%; Pf growth 48h = -0.9%; Shiga inhibitor = -10.3; Pf growth 96h = u; Cycloheximide cs = -3.1
COCCOc1ccc(C(F)(F)F)cc1Nc1nc2ccccc2o1 is entered as Tb PYK inh = u; AmpC inh no detg = 55.4%; LmPK inhibitor = -2.7%; Pf growth 48h = 15.8%; Shiga inhibitor = 100.2*; Pf growth 96h = 50.9%[activator]; Cycloheximide cs = 30.4*

Source: PubChem (National Center for Advancing Translational Sciences (NCATS))
